# RECQ1 inh: qHTS Assay for Inhibitors of RecQ-Like Dna Helicase 1 (RECQ1); RECQ1 DNA unwinding, red fluorescence kinetic read; Potency, µM (doses to about 57.3 µM), for the others: at the top dose activity, negative = inhibition, most hits filed as inhibitors; actives 0.54% (n = 240,000); AID 2549, 2010;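 further: plate controls were vehicle for no effect and no enzyme for full effect; nearly all actives have a fitted effect of over 30% in size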
# Target sequence (P46063 whole entry, looked up): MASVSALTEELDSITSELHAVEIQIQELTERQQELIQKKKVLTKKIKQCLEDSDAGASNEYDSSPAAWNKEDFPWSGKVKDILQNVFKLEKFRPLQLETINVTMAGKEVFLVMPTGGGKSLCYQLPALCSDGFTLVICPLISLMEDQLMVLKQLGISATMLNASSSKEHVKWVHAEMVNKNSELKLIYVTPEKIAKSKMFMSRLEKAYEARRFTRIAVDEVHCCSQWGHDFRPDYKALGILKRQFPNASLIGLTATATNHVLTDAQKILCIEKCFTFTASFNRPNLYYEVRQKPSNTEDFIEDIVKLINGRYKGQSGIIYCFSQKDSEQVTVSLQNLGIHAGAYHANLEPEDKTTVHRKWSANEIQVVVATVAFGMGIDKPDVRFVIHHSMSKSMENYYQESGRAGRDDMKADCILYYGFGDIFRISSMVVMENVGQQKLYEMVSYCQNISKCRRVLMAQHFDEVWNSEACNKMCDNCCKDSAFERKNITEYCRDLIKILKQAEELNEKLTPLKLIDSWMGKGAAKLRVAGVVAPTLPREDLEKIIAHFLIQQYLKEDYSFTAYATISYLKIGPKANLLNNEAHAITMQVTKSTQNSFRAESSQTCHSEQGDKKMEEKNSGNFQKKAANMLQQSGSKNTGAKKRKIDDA
#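 50 nM RECQ1T1 preincubated 15 min with compound in Tris pH 8.0 buffer with MgCl2, DTT, Tween-20 and 2.5 ug/ml poly(dI-dC); started with 200 nM TAMRA/BHQ-2 forked duplex and 2 mM ATP. Unwinding read as fluorescence (525/598 nm), two reads 2 h apart.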
# Tau ThT inhib: qHTS for Inhibitors of Tau Fibril Formation, Thioflavin T Binding; Microtubule-associated protein tau (Homo sapiens), P10636; recombinant tau K18 P301L (four-repeat tau fragment), heparin-induced fibrillization, ThT fluorescence; Potency, µM (highest dose often 57.4 µM), inactives show top-dose activity, negative = inhibition, actives largely listed as inhibitors; actives 2.1% (n = 270,000); further: on the % scale 0 is the no-effect control and ±100 the full control effect; nearly all actives have a fitted effect of over 55% in size
# Target sequence (P10636 561-689 P618L limits assumed): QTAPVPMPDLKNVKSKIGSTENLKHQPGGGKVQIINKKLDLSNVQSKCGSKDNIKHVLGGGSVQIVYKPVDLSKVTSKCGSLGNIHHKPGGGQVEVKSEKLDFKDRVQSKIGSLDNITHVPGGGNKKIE
#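 In this qHTS, human K18 P301L tau is incubated with compound and heparin for 6 hr at 37 C, and Thioflavin T fluorescence then reports fibril load.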
# SMN2 splice enh: qHTS Assay for Enhancers of SMN2 Splice Variant Expression. HEK293 SMN2-luciferase splicing reporter, luminescence, 30-36 h. Potency, µM (highest dose often 46.1 µM), inactives show top-dose activity change, positive = activation, usual class: activators. actives 2.8% (n = 210,000). AID 1458, 2008; further: % of control where 0% means no effect; nearly all actives have a fitted effect of over 55% in size
#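 HEK293 cells carry an SMN2 […]–luciferase reporter in which exon 7 inclusion puts luciferase in frame. Cells were plated 10-12 h before compound addition, then incubated 30-36 h at 37C. ONE-Glo luminescence was read; sodium butyrate at 4.5 mM final served as control.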
# JMJD2E inh: qHTS Assay for Inhibitors of Human Jumonji Domain Containing 2E (JMJD2E); Lysine-specific demethylase 4E (Homo sapiens), B2RXH2; JMJD2E catalytic domain, FDH-coupled NADH fluorescence (FDH is formaldehyde dehydrogenase); Potency, µM (titrated, usually from 57.1 µM), for inactives: at the top dose activity change, negative = inhibition, actives largely listed as inhibitors; actives 1.6% (n = 230,000); AID 2147, 2009; active means well fitted inhibition curve with a large enough effect, not every such curve was filed as active; inconclusive means small, poorly fitted or top-dose-only effect, or another doubt; inactive means no such curve, though single readings can be large or run the other way;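 further: 0% = wells with enzyme and -100% = buffer wells without enzyme; nearly all actives have a fitted effect of over 50% in size; many of its hits are not listed in these tables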
# KinaseGlo FLuc: Counterscreen for Luciferase (Kinase-Glo TM) Inhibition; Potency, µM (highest dose often 38.3 µM), inactives show at the highest dose activity change, negative = inhibition, hits mostly inhibitors; Luciferin 4-monooxygenase (Photuris pensylvanica), Q27757; Kinase-Glo luciferase, ATP luminescence, 8 min; AID 1379, 2008; actives 0.28% (n = 200,000); further: on the % scale 0 is the no-effect control and ±100 the full control effect; nearly all actives have a fitted effect of over 60% in size
#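 Compounds were added to a substrate mix at pH 7.2 (50 mM imidazole, 10 uM ATP, within the enzyme's linear range), followed by Kinase-Glo detection reagent; luminescence was measured after 8 minutes at ambient temperature.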
# ALDH1A1 block: qHTS Assay for Inhibitors of Aldehyde Dehydrogenase 1 (ALDH1A1); Aldehyde dehydrogenase 1A1 (Homo sapiens), P00352; Purified ALDH1A1, NADH fluorescence, propionaldehyde substrate; Potency, µM (series often up to 75.3 µM), for the others: at the highest dose activity, negative = inhibition, usual class: inhibitors; actives 7.3% (n = 220,000); AID 1030, 2008; active means well fitted inhibition curve with a large enough effect, not every such curve was filed as active; inconclusive means small, poorly fitted or top-dose-only effect, or another doubt; inactive means no such curve, though single readings can be large or run the other way;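 further: plate controls were no enzyme wells and a reference inhibitor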
# L3MBTL1 block: qHTS Assay for the Inhibitors of L3MBTL1; Lethal(3)malignant brain tumor-like protein 1 (Homo sapiens), Q9Y468; Potency, µM (series often up to 57.1 µM), for the others: at the top dose activity, negative = inhibition, hits mostly inhibitors; AlphaScreen L3MBTL1–H3K9me1 peptide binding; actives 0.66% (n = 230,000); further: on the % scale 0 is the no-effect control and ±100 the full control effect; nearly all actives have a fitted effect of over 60% in size
#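 Read-out is AlphaScreen signal from streptavidin donor and nickel chelate acceptor beads (10 ug/mL final each) bridging L3MBTL1 (50 nM) and biotinylated K9-monomethylated H3(1-15) peptide (75 nM), after 30 min compound exposure at room temperature.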
# Lamin A splicing: qHTS Assay for Modulators of Lamin A Splicing. HeLa LMNA splicing GFP/RFP minigene ratio, 48 h. Potency, µM (series often up to 46.1 µM), without a hit: at the top dose ratio change, negative = inhibition, actives largely listed as inhibitors. actives 0.01% (n = 200,000). AID 1487, 2009; active means well fitted inhibition curve with a large enough effect in the signal ratio, with a control signal flat, not every such curve was filed as active; inconclusive means small, poorly fitted or top-dose-only effect, or effect the other way, or a change in a side signal; the % refers to the signal ratio; further: on the % scale 0 is the no-effect control and ±100 the full control effect
#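 S3 HeLa cells stably expressing lamin A-EGFP splicing minigene plus DsRed2, 600 cells/well, 48 h compound exposure at 37C. Laser-scanning cytometry; analysed as GFP (500-530 nm)/RFP (575-640 nm) total intensity ratio; 0.5% DMSO vehicle.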
# The depositor's hits bear a star; i = inactive; ? = inconclusive; / = no result given; [ ] = remark or other dose. Unless noted, the call rests on the fitted dose curve; in most records, active means well fitted curve in the direction sought with a large enough effect; inconclusive means small, poorly fitted or top-dose-only effect, or another doubt; inactive means no such curve, though single readings can be large; an effect the other way counts as inactive or inconclusive. Potency means the concentration at half of the fitted maximal effect. A portion of the library (hit frequency here may not be typical).
SMILES,RECQ1 inh,Tau ThT inhib,SMN2 splice enh,JMJD2E inh,KinaseGlo FLuc,ALDH1A1 block,L3MBTL1 block,Lamin A splicing
Cc1ccc(NC(=O)C2=NNC(=O)CC2)cc1F,i,-12.1%,/,3.3%,/,/,4.6%,/
O=C(NCC(c1ccc(F)cc1)N1CCOCC1)c1ccc(Br)o1 (stereo not given),i,-15.9%,/,4.2%,/,-12.6%,-5.1%,0.3%
Cc1ccc(C)c(S(=O)(=O)NCCCN2CCOCC2)c1,-5.0%,6.1%,11.6%,-1.4%,2.8%,5.4%,2.4%,3.0%[46 µM]
CCCCCn1c(SC(C)C(C)=O)nc2c1c(=O)[nH]c(=O)n2C (stereo not given),-8.9%,-3.6%,5.9%,6.1%,-0.6%,?,/,5.4%
CCCc1c(CC)c(=N)c2ccccc2n1C,-2.7%,-5.3%,-17.9%,?,-0.3%,?,-5.1%,?
O=C1c2ccccc2S(=O)(=O)N1CC1CC(c2ccc(Cl)cc2)=NO1 (stereo not given),i,-11.1%,15.8µM*,-2.9%,-7.4%,5.62µM*,5.6%,?
CCOC(=O)c1sc2ncnc(NCc3ccco3)c2c1C,?,?,-35.6%[inhibitor],?,6.0%,?,/,?
C/C(=N\Nc1ccc([N+](=O)[O-])cc1[N+](=O)[O-])c1cc2c(ccc3ccccc32)oc1=O,i,?,/,-8.5%,/,0.0%,15.1%,/
COc1ccc2ccccc2c1/C=N/NC(=O)CC1(C)OCCCO1,-3.1%,-4.3%,11.7%,-26.5%,1.6%,?,-4.0%,8.5%
O=C(O)c1ccc(-n2c(-c3cc(C4CC4)[nH]n3)n[nH]c2=S)cc1,-3.1%,-7.0%,/,-4.5%,/,/,0.3%,/
CCN1C(=O)C(C(=O)NC(C)c2ccccc2)C2CC1(C)Oc1ccccc12 (stereo not given),-4.5%,-14.6%,-21.5%,8.3%,4.1%,-9.1%,1.4%,-1.8%
COc1ccc(NS(=O)(=O)c2ccc3nc(COc4ccc(Cl)c(C)c4)[nH]c3c2)cc1,-6.4%,4.3%,/,0.2%,/,-12.9%,-0.3%,?
COc1cc(C(=O)NCc2nnc(SCC(=O)Nc3nc4ccccc4s3)o2)cc(OC)c1OC,-4.0%,-5.4%,?,1.2%,-0.7%,-9.8%,28.2%,?
N#C/C(=C\C=C\c1ccccc1)c1nc(-c2ccc(Cl)cc2)cs1,-1.4%,?,/,-12.7%,/,1.3%,19.8%,/
CCCCN(C(=O)Cn1nnc2ccccc21)C(C(=O)NCCOC)c1cccs1 (stereo not given),-1.4%,-3.5%,0.8%,1.1%,0.7%,13.7%,-7.9%,3.2%
CSc1nnc([C@H](Cc2c[nH]c3ccccc23)NC(=O)OC(C)(C)C)o1,5.1%,-3.8%,/,-0.2%,/,/,0.0%,/
Cc1nnc(NC(=O)c2sc3nc(-c4cccs4)cc(C(F)(F)F)c3c2N)s1,?,12.6µM*,-37.7%[inhibitor],?,2.5%,-3.2%,-1.5%,20.4%
O=C(CCC(=O)N1CCN(S(=O)(=O)c2ccc(Cl)cc2)CC1)Nc1ccc2ccccc2c1,-5.2%,-7.5%,-10.6%,-14.2%,2.3%,-6.4%,-6.6%,?
CCOCCCNC(=O)C(NC(=O)c1cnccn1)c1ccc(C)cc1 (stereo not given),i,-8.9%,18.4%,-1.1%,-3.6%,8.5%,/,-4.8%
Cc1ccc(C2CC2c2n[nH]c(=S)n2-c2ccc(Cl)cc2)cc1 (stereo not given),-4.9%,-23.2%,/,-1.1%,0.8%,?,/,-2.4%
O=c1cc(N2CCC3(CC2)OCCO3)[nH]c(=O)n1C1CCCCC1,-10.1%,-12.0%,6.3%,2.6%,3.1%,?,4.1%,?
O=C(O)c1[nH]c2ccccc2c1CC(=O)N1CCN(c2ccccc2)CC1,11.1%,-8.2%,12.4%,-2.7%,1.9%,-1.4%,0.7%,-13.9%[46 µM]
CCOC(=O)/C(=N\Nc1ccc(OC)cc1)c1csc(Nc2ccccc2)n1,-25.1%,?,2.2%,-10.5%,17.1%,-13.3%,/,-28.7%
Cc1csc2ncc(C(=O)Nc3ccccc3Cl)c(=O)n12,i,-13.8%,/,?,/,-8.8%,1.0%,/
CN1C(=O)c2cccc(NC(=O)Cc3ccccc3)c2C1=O,-15.9%,-2.8%,-6.8%,?,-0.7%,?,/,8.1%
O=C(Nc1ccc(Br)cc1)c1csc(-c2ccncc2)n1,i,4.0%,-13.5%,-1.6%,1.6%,-9.5%,23.2%,/
CCc1c(C)nc2ncnn2c1Nc1ccc(C)c(C)c1,-4.9%,-13.9%,-44.6%[inhibitor],9.1%,-1.2%,5.8%,4.7%,-18.6%
Cc1nc(Oc2ccccc2)c2oc3ccccc3c2n1,-15.2%,-13.7%,-25.1%,-5.0%,-3.1%,4.2%,/,-3.1%
CCC(CC)C(=O)c1c[nH]c(C(=O)NCCc2ccccn2)c1,-4.9%,-4.6%,-2.6%,3.4%,-3.0%,-9.6%,2.7%,0.7%
Cc1ccc(Cn2cc(SCC(=O)Nc3nccs3)c3ccccc32)cc1,i,6.8%,2.1%,-6.3%,1.3%,?,-0.5%,-4.6%
CCn1c(N2CCN(C(=O)C34CC5CC(CC(C5)C3)C4)CC2)nc2ccccc21,i,?,-8.6%,-3.3%,2.3%,?,-6.6%,?
Fc1cnc(N/N=C/c2ccc(-c3ccc(Br)cc3)o2)nc1N1CCOCC1,-11.3%,10µM*,/,?,/,/,-27.4%,/
CCN(CCCn1c(=S)[nH]c2ncccc2c1=O)c1ccccc1,-8.8%,11.8%,-5.0%,10.5%,-3.9%,6.2%,-5.6%,17.6%
Cc1ccc(C(=O)NC(C)c2ccc(F)cc2)cc1 (stereo not given),-1.3%,3.3%,-4.9%,-1.2%,3.0%,14.1%,4.3%,-11.6%
O=C(Nc1cccc(C(F)(F)F)c1)c1cccnc1N1CCOCC1,-0.7%,-1.5%,-7.8%,-2.0%,0.8%,8.5%,8.9%,-0.3%
O=C(/C=C/Nc1ccc(Nc2ccccc2)cc1)c1cccs1,11.3%,1.26µM*,/,-20.0%,-12.9%,?,?,?
N=C1CCCN1CC(=O)c1cccs1,28.9%,0.8%,7.8%,-23.9%,1.0%,-3.4%,-2.1%,/
O=C(Nc1ccccc1C(F)(F)F)c1ccccc1Br,i,-1.2%,-21.5%,-4.6%,-0.6%,-3.5%,/,8.3%[46 µM]
O=C(Cn1c(O)c(/C=C2\C=Nc3ccccc32)sc1=O)N1CCOCC1,i,0.7%,-16.5%,4.8%,1.8%,-2.8%,-11.9%,/
CCOC(=O)C1=NNC(C(=O)c2ccc(Cl)cc2)C1c1ccccc1 (stereo not given),-8.1%,-6.1%,-6.7%,1.3%,-3.9%,2.1%,-9.9%,11.5%
O=C(O)C1Cc2ccccc2CN1C(=O)CSc1nnc2ccccn12 (stereo not given),-12.0%,-4.0%,-38.2%,?,4.2%,?,/,2.5%[9.22 µM]
COc1ccc(-n2c(SCC(=O)N3CCc4ccccc43)nnc2-c2c[nH]c3ccccc23)cc1,-3.0%,-6.4%,-18.6%,3.1%,9.8%,?,0.3%,-3.8%
COc1ccc(N2CCN(C(=O)/C=C/c3ccco3)CC2)cc1,-3.2%,?,-9.3%,-18.4%,-3.8%,22.4µM*,?,?
CCn1nnnc1SCC(=O)Nc1cc(OC)cc(OC)c1,-3.1%,-6.3%,-5.5%,-8.1%,-1.1%,-9.9%,26.4%,0.6%
COc1ccc(/C=N/NC(=O)C2CCN(c3ncc(C(F)(F)F)cc3Cl)CC2)cc1,-0.3%,-9.3%,-15.4%,-5.2%,1.7%,18.2%,-0.4%,5.2%
CC(C)n1cnnc1SCC(=O)Nc1ccc(Br)cc1F,i,3.8%,11.3%,-4.1%,0.5%,?,1.6%,/
Cc1cc(CSC(=N)N)c(CSC(=N)N)cc1C,i,?,/,-2.7%,/,/,2.0%,/
COc1cc(OC)cc(C(=O)N2CCN(C3CCN(Cc4ccccc4)CC3)CC2)c1,-7.5%,-9.0%,-14.3%,?,-1.6%,?,/,-6.9%
CC1Oc2ccccc2C=C1/C=C1/SC(N2CCOCC2)=NC1=O (stereo not given),-2.2%,?,21.3%,5.6%,0.4%,?,-1.9%,-6.6%
CCCCN(C(=S)Nc1cccc(C)c1C)c1c(N)n(CCC)c(=O)[nH]c1=O,-2.2%,3.4%,10.7%,-3.3%,3.1%,7.0%,1.8%,-9.0%[46 µM]
COc1cccc2c3c(c(C)nc12)CC(C)O3 (stereo not given),i,-2.0%,3.5%,?,-7.2%,?,-0.3%,0.8%
COc1ccc2cc(C3NC(=O)c4ccccc4N3)c(Cl)nc2c1 (stereo not given),7.0%,-11.8%,-43.2%[inhibitor],-2.1%,2.2%,-9.4%,/,/
O=C(c1cccc(Cl)c1)N1CCN(C2CCCCCC2)CC1,-6.4%,-4.9%,-9.4%,?,10.0%,?,-5.4%,-1.0%

# In a second layout: two of the compounds above
structure | RECQ1 inh | Tau ThT inhib | SMN2 splice enh | JMJD2E inh | KinaseGlo FLuc | ALDH1A1 block | L3MBTL1 block | Lamin A splicing
COc1cccc2c3c(c(C)nc12)CC(C)O3 (stereo not given) | i | -2.0% | 3.5% | ? | -7.2% | ? | -0.3% | 0.8%
COc1cc(OC)cc(C(=O)N2CCN(C3CCN(Cc4ccccc4)CC3)CC2)c1 | -7.5% | -9.0% | -14.3% | ? | -1.6% | ? | / | -6.9%

# From PubChem BioAssay
